# IDE cell activ – activators of human insulin-degrading enzyme in cells. P14735. hit rate 0.073% among 340,000. activation, % at 5.96 µM. HEK cells, FAbeta-B cleavage, fluorescence polarization; 0% vehicle, 100% cell-free pure enzyme wells;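 active = activation above the mean of all tested compounds plus 3 SD, set per screening campaign, cut at about 17% in these data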
# PHOSPHO1 block – inhibitors of human PHOSPHO1 phosphatase; Q8TCT1; recombinant PHOSPHO1, absorbance phosphatase assay; inhibition, % at 13.3 µM; hit rate 1.1% among 290,000; in the data active = inhibition above about 60%
# Target sequence (Q8TCT1 whole entry, looked up): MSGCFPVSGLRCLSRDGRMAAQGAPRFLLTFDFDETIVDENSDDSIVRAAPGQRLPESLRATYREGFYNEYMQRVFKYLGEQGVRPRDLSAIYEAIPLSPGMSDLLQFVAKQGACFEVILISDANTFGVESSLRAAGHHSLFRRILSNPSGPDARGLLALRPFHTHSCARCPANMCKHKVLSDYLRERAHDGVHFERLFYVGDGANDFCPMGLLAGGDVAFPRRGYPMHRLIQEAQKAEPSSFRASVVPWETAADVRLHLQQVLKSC
# M18AAP inhibitor – blocks P. falciparum M18 aspartyl aminopeptidase. recombinant PfM18AAP, H-Glu-NHMec fluorogenic cleavage. hit rate 1.2% among 290,000. inhibition, % at 7.35 µM;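 active = inhibition above the campaign mean inhibition over all tested compounds plus 3 SD, cut at about 28% in these data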;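 also: 0% = plate median of test compound wells and 100% = 2 mM ZnCl2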
# pCIP destab – compounds decreasing mouse p/CIP protein stability. Q05BA5. F442A p/CIP-EGFP cells, EGFP fluorescence, 16 h. decrease of EGFP signal, % at 10 µM. hit rate 0.01% among 290,000. AID 1984;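 active = EGFP signal decrease of at least 30% at 10 µM or well 3 SD below plate mean, unless failing retest; inactive = the rest, including hits failing retest or dose response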; also: some compounds called inactive have numbers as strong as hits; many of its hits are not listed in these tables
# IMP-1 inhibitor – blocks Pseudomonas aeruginosa IMP-1 metallo-beta-lactamase; inhibition, % at 5.6 µM; purified IMP-1, nitrocefin hydrolysis, epi-absorbance fluorescence; hit rate 0.45% among 290,000; AID 1556;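 active = inhibition above the mean plus 3 SD of all compounds in the same screening run, cut at about 4.5% in these data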;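 also: 0% = IMP-1 with DMSO and 100% = DMSO wells lacking enzyme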
#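 System – purified recombinant IMP-1 beta-lactamase · Input – IMP-1 dispensed at 0.2 nM · Timing – 15 min preincubation plus 25 min reaction at 25 °C · Signal – Epi-absorbance fluorescence, 480 nm excitation, 530 nm emission · Measure – percent IMP-1 inhibition derived from blank-referenced optical density · Controls – Enzyme-plus-DMSO low control, enzyme-free DMSO high control · Replication – singlicate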
# GPR7 antag – blocks human GPR7 receptor signaling; GPR7-expressing cells, fluorescence antagonist assay; inhibition, % at 4.4 µM; hit rate 1.1% among 290,000; in the data active = inhibition above about 16%, passing the limit was not always enough;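 also: cells stimulated with the agonist NPW; 0% = agonist with vehicle and 100% = vehicle without agonist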
# Target sequence (P48145 whole entry, looked up): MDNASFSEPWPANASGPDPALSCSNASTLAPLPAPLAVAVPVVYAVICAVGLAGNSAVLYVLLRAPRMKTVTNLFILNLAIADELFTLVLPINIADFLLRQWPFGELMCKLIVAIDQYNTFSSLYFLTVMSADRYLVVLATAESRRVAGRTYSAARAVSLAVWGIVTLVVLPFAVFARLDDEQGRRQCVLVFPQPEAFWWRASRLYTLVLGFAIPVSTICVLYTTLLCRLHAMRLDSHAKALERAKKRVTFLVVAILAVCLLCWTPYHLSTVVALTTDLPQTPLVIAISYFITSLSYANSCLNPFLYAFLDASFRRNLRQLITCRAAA
# VIM-2 inhibitor – blocks Pseudomonas aeruginosa VIM-2 metallo-beta-lactamase; inhibition, % at 5.6 µM; AID 1527; hit rate 0.89% among 290,000; purified VIM-2, nitrocefin hydrolysis, epi-absorbance fluorescence;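 active = inhibition above the mean of all tested compounds plus 3 SD, cutoff set per screening run, cut at about 7.5% in these data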;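 also: red hydrolysis product quenches plate fluorescence so inhibitors raise well fluorescence; 0% = enzyme with DMSO and 100% = DMSO without enzyme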
# IDE cell inh – inhibitors of human insulin-degrading enzyme in cells | P14735 | HEK cells, FAbetaB cleavage, fluorescence polarization | AID 434962 | hit rate 0.41% among 320,000 | inhibition, % at 5.59 µM;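 active = percent inhibition above the average of all tested compounds plus 3 SD, set per screening campaign, cut at about 16% in these data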;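 also: IDE supplied by intact live HEK cells; FP after avidin binding of uncleaved biotin substrate so inhibition keeps polarization high; 0% = DMSO wells and 100% = 60 µM reference IDE inhibitor Ii1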
# NALP1 yeast inh – NALP1 inhibition | S. cerevisiae NALP1/ASC/caspase-1 growth, X-gal OD620, 72 h | inhibition, % at 10 µM | hit rate 0.61% among 280,000; in the data active = inhibition mostly above about 24%, no sharp cut-off; inactive = mostly below about 32%; also: some compounds called inactive have numbers as strong as hits
# * marks the source's active call; other numbers are inactive results; nt = no result given; & = joins results of further samples.
# Preview, 3 compounds:
IDE cell activ	PHOSPHO1 block	M18AAP inhibitor	pCIP destab	IMP-1 inhibitor	GPR7 antag	VIM-2 inhibitor	IDE cell inh	NALP1 yeast inh	compound
nt	57	0	1	-2.3	-10	-1.4	1	-24	COc1ccccc1N(CC(O)Cn1nc(C)cc1C)S(=O)(=O)c1ccccc1 (stereo not drawn)
-1	-6	6	4	-4.1	-8	-4.8	0	nt	CCOC(=O)N1CCN(C(=O)CCCn2c(=S)[nH]c3ccccc3c2=O)CC1
0	18	-10	2	-3.6	-1	-3.7	9	11	COCCn1c(C)nnc1SCC(=O)NNC(=O)c1ccc(Cl)cc1

# Main list, from the start:
IDE cell activ	PHOSPHO1 block	M18AAP inhibitor	pCIP destab	IMP-1 inhibitor	GPR7 antag	VIM-2 inhibitor	IDE cell inh	NALP1 yeast inh	compound
nt	57	0	1	-2.3	-10	-1.4	1	-24	COc1ccccc1N(CC(O)Cn1nc(C)cc1C)S(=O)(=O)c1ccccc1 (stereo not drawn)
-1	-6	6	4	-4.1	-8	-4.8	0	nt	CCOC(=O)N1CCN(C(=O)CCCn2c(=S)[nH]c3ccccc3c2=O)CC1
0	18	-10	2	-3.6	-1	-3.7	9	11	COCCn1c(C)nnc1SCC(=O)NNC(=O)c1ccc(Cl)cc1
-1	2	-3	-7	-1.7	7	-0.6	3	17	Cc1ccc(OCC(=O)NCCCNC(=O)c2ccc(C)nc2)cc1
4	nt	3	-5	-2.1	-18	-2.9	0	-8	COc1ccc(NC(=O)C2CCCN(S(C)(=O)=O)C2)c(OC)c1 (stereo not drawn)
6	4	0	-5	-3.0	-15	0.5	2	10	Cc1ccc(C(=O)NCCC(=O)N2CCCC2)cc1
-4	-10	4	7	-0.8	-11	-2.9	-4	38	CCc1nnc(NC(=O)c2ccc(COc3ccc(C)cc3)o2)s1
-3	20	-6	-12	0.5	16	0.6	4	16	COc1ccc(CNCCC(c2ccccc2)C2CCOC(C)(C)C2)cc1 (stereo not drawn)
0	-7	-1	-18	-2.6	14	-5.3	2	48*	CC1CCCN(CCOCCOc2ccc(Br)cc2Cl)C1 (stereo not drawn)
5	-13	-6	-4	-0.8	15	-1.7	-9	5	Cc1ccc(NC(=S)N(CCCN2CCCC2)Cc2cccn2Cc2ccc(Cl)cc2)cc1Cl
3	3	1	6	-0.8	-8	-1.9	-7	nt	O=c1[nH]c(-[n+]2ccccc2)c(/C=N/N=C(\[O-])c2ccccc2)s1
2	30	-11	-3	-2.6	-6	-1.7	1	-6	COc1cccc(/C=N\NC(=O)c2cc(OCC(F)(F)F)ccc2OCC(F)(F)F)c1
5	-4	8	-13	2.2	-12	1.2	5	20	CN(C)c1ccc(/C=C(/NC(=O)c2ccccc2)C(=O)NCCCn2ccnc2)cc1
-4	17	13	-5	-3.1	1	-3.4	-1	29	CCOc1ccc2[nH]c(=O)c(C(c3nnnn3Cc3ccco3)N3CCC(C)CC3)cc2c1 (stereo not drawn)
8	51	-5	-5	-0.8	-16	-1.5	5	nt	Cc1cc(C)cc(OCC(=O)O/N=C(\N)c2ccccc2Cl)c1
2	-18	4	1	-1.7	1	-0.8	9	9	CC(NC(=O)Cn1cc(C(F)(F)F)ccc1=O)c1ccc(F)cc1 (stereo not drawn)
3	-4	0	-7	-2.0	-17	-1.2	6	-4	Cc1cccc(Cn2c(Sc3nc(C)cs3)nc3c2c(=O)[nH]c(=O)n3C)c1
3	-23	-3	4	-5.1	-7	-3.6	-2	14	CCOc1cc(S(=O)(=O)NCCc2ccccc2C)c(OCC)cc1-n1cnnn1
-1	7	2	-16	-2.9	-3	0.5	1	29	C/C(CC(=O)Nc1ccccn1)=N\NC(=O)Cc1cccc2ccccc12
-1	7	-8	5	-2.1	-2	-2.6	-1	-12	COC(=O)C(C)N(C#N)c1nc(NC(C)C)nc(SC)n1 (stereo not drawn)
7	47	-6	-14	-0.8	-7	-0.9	1	8	Cc1n[nH]c(C)c1CCN(C)C(=O)C1CCC(=O)N(CC2CCCCC2)C1 (stereo not drawn)
6	14	1	4	-3.8	-6	-4.4	-2	-10	CNc1c(NS(=O)(=O)c2ccc(C(C)(C)C)cc2)c(=O)oc2ccccc12
nt	nt	-9	nt	-1.2	-7	-2.3	nt	nt	Clc1ccc(Br)cc1-c1nc(-c2cccnc2)no1
1	2	0	-2	-3.2	-20	-1.9	-2	-9	CCOc1ccc(CCNC(=O)CN(C)S(=O)(=O)c2ccc3c(c2)CCC(=O)N3)cc1OCC
-5	8	3	-10	-3.1	-3	-1.2	-1	-3	Cc1csc(C(C)N(C)C(=O)c2ccc(OC3CCN(Cc4ccccn4)CC3)cc2)n1 (stereo not drawn)
5	23	13	-11	-3.6	-17	-3.7	2	-11	COc1ccc(/C=N/NC(=O)c2cc(-c3ccccc3)nc3ccccc23)cc1O
0	-6	-3	-14	-2.3	-3	-1.7	-5	-97	c1ccc(-n2nnnc2SCc2cccc(CSc3nnnn3-c3ccccc3)n2)cc1
-3	10	-1	-10	-2.9	13	-3.4	0	31	Cc1ccc2c(Cl)c(C(=O)Nc3cccnc3)sc2c1
-5	16	0	3	0.7	-5	-1.0	7	10	Cc1ccccc1N(CC(=O)NCCSc1ccccn1)S(=O)(=O)c1ccccc1
3	-1	0	0	-1.3	3	0.2	9	-40	CCN(CC)C(=O)C1CCCN(c2ncnc3c2cnn3-c2cccc(C)c2)C1 (stereo not drawn)
-1	11	27	-6	-6.3	-5	0.7	-6	21	COc1cc(/C=N/N2CCCCC2)cc(OC)c1O
-2	54	6	4	-5.6	-6	-1.5	8	nt	Cc1c(NC(=O)CSc2cccc3cccnc23)c(=O)n(-c2ccccc2)n1C
4	-39	-13	-7	-2.3	-8	-1.1	2	23	O=C(/C=C/c1ccccc1)Nc1cc(S(=O)(=O)N2CCOCC2)ccc1N1CCCC1
7	-23	4	-3	-1.9	-10	-2.4	-4	20	CCCN1CCOC(CC(=O)Nc2ccc([N+](=O)[O-])cc2)C1=O (stereo not drawn)
0	44	4	-4	-1.5	0	-1.7	2&5	13	CN1CCCCC1CCN1c2ccccc2Sc2ccc(S(C)=O)cc21 (stereo not drawn)
-2	36	10	-7	-2.5	-7	0.2	7	-2	CC1(C)CC(=O)C2=C(C1)Nc1ccccc1NC2
-4	2	13	1	-2.4	-10	0.8	4	9	CCN1C(=O)/C(=C\N2CCCCCC2)SC1=S
1	14	1	6	-1.7	-10	-2.4	2	8	CCOc1ccc(NC(=O)CN(C)C(=O)c2ccc(N3CCOCC3)c([N+](=O)[O-])c2)cc1OCC
-2	30	-2	-8	-5.8	-8	-2.8	1	0	CCOc1ccc(/C=N/NC(=O)CNC(=O)c2ccc(S(=O)(=O)N3CCOCC3)cc2)cc1
nt	9	2	-7	-2.2	-3	-3.4	nt	2	CCOC(=O)C1CCN(CC(=O)Nc2c(C(=O)OC)[nH]c3ccccc23)CC1
7	19	-2	-13	-1.9	-4	-4.4	-4	29	CC(C)(C)NC(=O)c1cc(F)c(F)cc1Cl
4	27	-3	-14	-1.5	-14	-0.7	1	1	COCCNCc1nc2sc(C)c(-c3ccccc3)c2c(=O)[nH]1
-2	-16	3	-3	-0.2	4	0.0	4	5	COc1ccc(/C(C)=N/NS(=O)(=O)c2cc(C)ccc2C)c(OC)c1
7	43	1	-2	-1.1	-7	2.1	3	20	C=CCNC(=S)/N=c1\sccn1C
5	38	11	6	-0.8	-11	-1.9	9	10	Oc1csc(Cc2nc(-c3ccc4ccccc4c3)cs2)n1
4	1	12	-2	-2.6	-10	-2.3	4	16	O=C(Nc1ccc(O)c2c(=O)cc(-c3ccccc3Cl)oc12)c1cccc(Cl)c1
-2	-66	23	-7	-4.0	1	-1.2	-1	-5	CN(C)c1ccc(NC2=C([N+](=O)[O-])CS(=O)(=O)C2)cc1
3	44	3	-14	-3.4	-1	-6.8	3	5	O=C(Cc1cccc2ccccc12)N/N=C/c1ccc(O)c([N+](=O)[O-])c1
4	33	0	3	-1.3	-3	-2.3	-5	14	CCOCC(=O)N1CCN(c2ccccc2OC)CC1
-7	14	0	-21	-2.2	-18	-1.4	-4	5	Cc1ccc(C)c(Cn2c(=O)n(C)c(=O)c3sccc32)c1
5	-4	-4	-3	-3.0	-5	-3.7	-7	22	O=c1[nH]cnc2ccccc12
1	22	-11	4	-4.5	-7	-3.8	2	5	COc1ccc(N(CC(=O)O)S(=O)(=O)c2ccc(OC)c(OC)c2)cc1
0	4	0	3	-3.4	-8	-4.2	4	10	Cc1ccc2[nH]c(CN3CCN(C)C(CCO)C3)c(C)c2c1 (stereo not drawn)
7	-24	3	-19	-2.1	-17	-1.1	4	5	COc1ccc(C(=O)NC2CC3CCCC(C2)N3Cc2ccccc2)c(OC)c1 (stereo not drawn)
6	3	-4	-4	-2.2	0	1.7	2	-9	CCCS(=O)(=O)n1nc(-c2ccc(OC)cc2)cc1N
0	12	-9	6	0.1	-2	-1.4	4	14	CNC(=O)c1ccc2c(c1)nnn2C

# Other compounds.
IDE cell activ	PHOSPHO1 block	M18AAP inhibitor	pCIP destab	IMP-1 inhibitor	GPR7 antag	VIM-2 inhibitor	IDE cell inh	NALP1 yeast inh	compound
-1	-8	20	-14	-0.7	-9	-3.9	6	2	Cc1ccc(C(=O)/C=C2/NC(=O)CS2)cc1
1	24	-16	-17	-2.9	10	-4.2	-4	-2	O=C(NCc1cccc(Cl)c1)C1CCN(S(=O)(=O)c2ccc(F)cc2)CC1
-1	3	2	-7	-5.8	-5	-3.1	-1	10	CCN(CC)S(=O)(=O)c1ccc(NC(=O)c2ccc(NS(C)(=O)=O)cc2)cc1
2	10	-4	-16	-1.4	-17	2.1	-1	16	COc1cc(NC(=O)CN(c2ccc(C)cc2)S(=O)(=O)c2c(C)noc2C)cc(OC)c1
-2	2	1	2	-2.8	-8	-3.6	0	0	CCC(=O)NC(=S)Nc1ccccc1C(=O)NC1CCCCC1
1	-5	1	-1	-2.8	0	-1.9	0	25	COc1ccc(/C=N/NC(=O)c2c([N+](=O)[O-])c(C)nn2C)cc1
-2	1	1	9	-1.0	-16	-2.8	-7	18	COc1cccc(Nc2nc3ccc(OC)cc3s2)c1
-4	13	-4	4	68*	1	4.2	4	14	COc1ccc2c(CC(=O)Nc3nnc(C4CC4)s3)coc2c1
-4	28	1	-16	-3.2	-8	-4.0	-1	9	O=C(N/N=C/c1ccco1)c1ccccn1
1	38	-5	-6	-0.8	-7	-1.4	-5	5	Cc1cc(NC(=O)c2cc(C(C)(C)C)oc2C)no1
nt	24	1	4	-1.6	5	-2.1	9	14	COC(=O)c1ccc(COc2ccccc2/C=N/O)o1
-2	-2	-3	2	-3.6	1	0.5	4	64*	Nc1c2c(nc3sc4c(c13)CCCCC4)CCCCC2
7	-4	3	12	-1.9	-17	-0.2	0	6	O=C(NCc1nnc2c(C(F)(F)F)cc(Cl)cn12)c1ccc(Br)o1
-4	8	1	-12	-1.4	3	-2.1	-2	32	C/C=C/C=N/Nc1nc(-c2ccc([N+](=O)[O-])cc2)cs1
0	47	-4	-11	-2.8	-7	-2.6	nt	0	Cc1ccoc1C(=O)N1CCCC(CO)(Cc2ccc(F)cc2)C1 (stereo not drawn)
5	31	-7	7	-3.1	-5	0.0	5	8	CCn1cc(CN2CCC(n3nccc3NC(=O)c3ccccc3C)CC2)cn1

# High-throughput results: PubChem, several laboratories
